High-throughput results from PubChem.
HCV core dimer: HCV core protein dimerization inhibition; inhibition, % at 5 µM; TR-FRET GST/Flag-core106 dimerization, 1536-well; 300,000 compounds, 0.33% hits;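 active = inhibition above the mean of all tested compounds plus 3 SD, set per screening campaign, cut at about 45% in these data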
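Assay system: tagged HCV core106 pair (GST and Flag); medium: KF-containing HEPES buffer, pH 7.45, DTT, CHAPS, BSA; also added: Eu donor and XL665 acceptor anti-tag antibodies; dosing: 5 µM single dose; timing: compound-protein-antibody incubation 4 h at 22.5 °C; signal: TR-FRET 671 and 617 nm emission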
LYPLA2 inh: counter-screen for PME1 inhibitors: inhibitors of human LYPLA2; O95372; recombinant LYPLA2, FP-Rh probe fluorescence polarization; inhibition, % at 5.9 µM; 320,000 compounds, 0.38% hits;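 active = inhibition above the screen-wide mean plus 3 SD, limit set per campaign, cut at about 26% in these data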;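 also: 0% = LYPLA2 with DMSO and 100% = wells lacking LYPLA2 enzyme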
PREPL inh: inhibitors of human prolyl oligopeptidase-like enzyme PREPL. recombinant PREPL, fluorescence polarization activity-based probe. Q4J6C6. inhibition, % at 5.96 µM. 320,000 compounds, 0.68% hits; in the data active = inhibition above about 43%;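 also: 0% = enzyme with DMSO and 100% = wells lacking enzyme; many of its hits are not listed in these tables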
PP1 counter: blocks human PP1-alpha phosphatase, a PP5 counter-screen; P62136; purified PP1alpha, OMFP fluorescence; inhibition, % at 6.7 µM; 320,000 compounds, 0.9% hits;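 active = inhibition above the mean inhibition of all tested compounds plus 3 SD, computed separately for each screening campaign, cut at about 15% in these data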
PP5 primary: inhibitors of human protein phosphatase 5 (PP5); P53041; purified PP5c, OMFP substrate fluorescence; inhibition, % at 6.7 µM; 320,000 compounds, 0.18% hits; AID 1987;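 active = inhibition above the campaign's mean inhibition across all tested compounds plus 3 SD, cut at about 9.5% in these data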;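 also: 0% = DMSO only and 100% = 100 µM cantharidin control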
Target sequence (P53041 whole entry, looked up): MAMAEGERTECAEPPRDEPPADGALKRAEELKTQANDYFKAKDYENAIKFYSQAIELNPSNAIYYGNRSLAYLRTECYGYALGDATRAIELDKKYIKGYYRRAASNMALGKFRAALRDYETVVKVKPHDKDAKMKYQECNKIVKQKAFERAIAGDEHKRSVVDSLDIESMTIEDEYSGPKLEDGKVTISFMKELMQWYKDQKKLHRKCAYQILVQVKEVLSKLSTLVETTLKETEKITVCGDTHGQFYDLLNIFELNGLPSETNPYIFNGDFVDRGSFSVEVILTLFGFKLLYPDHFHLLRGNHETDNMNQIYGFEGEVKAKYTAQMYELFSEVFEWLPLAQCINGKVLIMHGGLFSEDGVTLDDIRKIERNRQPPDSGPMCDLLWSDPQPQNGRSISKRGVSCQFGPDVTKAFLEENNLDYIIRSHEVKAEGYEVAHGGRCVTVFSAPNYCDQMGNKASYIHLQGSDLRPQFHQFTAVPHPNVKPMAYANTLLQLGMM
TPT1 inh: C. albicans TPT1 enzyme inhibition; 300,000 compounds, 0.81% hits; AID 1962; inhibition, % at 5 µM; recombinant caTPT1, FP RNA substrate dephosphorylation;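 active = inhibition above the mean of all tested compounds plus 3 SD, set per screening campaign, cut at about 24% in these data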;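 also: plate controls were DMSO alone for no effect and ferristatin control at 100 nM for full effect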
GASC-1 inh: blocks human GASC-1 demethylase activity | 330,000 compounds, 0.069% hits | Q9H3R0 | inhibition, % at 2.35 µM | GST-JMJD2C(1-420) H3K9me3 demethylation, DELFIA europium;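 active = more than half of a compound's replicate wells show inhibition beyond 50%, single wells judged on their own value; inconclusive = some, but no more than half, of replicates pass 50% inhibition; inactive = no replicate passes 50% inhibition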;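 also: signal counts dimethyl H3K9 product captured on neutravidin plate; 0% = median of DMSO wells and 100% = 0.3 times that DMSO median; strong numbers were not always called active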
Target sequence (Q9H3R0 1-420 limits assumed): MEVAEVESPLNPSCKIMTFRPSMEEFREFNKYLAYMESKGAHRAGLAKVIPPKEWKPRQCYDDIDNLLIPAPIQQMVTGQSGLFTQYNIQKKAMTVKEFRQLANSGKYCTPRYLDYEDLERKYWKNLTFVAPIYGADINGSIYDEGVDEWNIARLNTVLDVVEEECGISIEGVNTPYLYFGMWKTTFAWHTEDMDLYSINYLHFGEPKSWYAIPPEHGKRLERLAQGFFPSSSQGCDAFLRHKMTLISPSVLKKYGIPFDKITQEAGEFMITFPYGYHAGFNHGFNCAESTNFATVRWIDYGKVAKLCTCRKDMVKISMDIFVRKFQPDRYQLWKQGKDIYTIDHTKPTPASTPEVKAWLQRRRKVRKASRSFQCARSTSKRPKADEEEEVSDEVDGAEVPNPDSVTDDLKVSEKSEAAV
CTSL1 counter: counter-screen for PFM18AAP inhibitors: inhibitors of F. hepatica cathepsin L1 | recombinant F. hepatica cathepsin L1, Z-Leu-Arg-MCA fluorescence | inhibition, % at 5.96 µM | 300,000 compounds, 0.49% hits;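 active = inhibition above the mean of all tested compounds plus 3 SD, set per screening campaign, cut at about 17% in these data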;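 also: 0% = plate median of test compound wells and 100% = 1 µM Z-Phe-Ala-diazomethylketone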
Efflux pump inh: antifungal efflux pump inhibition, Nile Red retention | inhibition, % at 10 µM | AID 485275 | 330,000 compounds, 0.44% hits | S. cerevisiae Candida pump triplex;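 active = plate passing quality check with inhibition over a set limit, or well fluorescence over plate mean plus 4 SD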;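 also: Nile Red retained in pooled yeast measured as flow cytometry median fluorescence; 0% = buffer negative control and 100% = Enniatin B positive control; higher means more Nile Red kept so more efflux inhibition; some compounds called inactive have numbers as strong as hits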
Active calls of the source: *; ? = inconclusive; · = not tested or not shown; & = joins results of further samples. An excerpt, so the mix of outcomes need not match the whole.

The first eight compounds as a preview:
SMILES | HCV core dimer | LYPLA2 inh | PREPL inh | PP1 counter | PP5 primary | TPT1 inh | GASC-1 inh | CTSL1 counter | Efflux pump inh
COc1ccccc1N(C(=O)NCc1ccccc1)C1=NCC(C)S1 (stereo not given) | 9 | -9 | -25 | 1 | 4.4 | 3 | -16 | -7 | 0.3
c1ccc(-c2nc(CSc3nnc(-c4cccs4)o3)cs2)cc1 | 0 | 13 | -8 | -4 | -1.7 | -3 | 1 | -4 | 0.1
O=C(Nc1cnn(Cc2ccccc2)c1)c1cc2nc(-c3ccco3)cc(C(F)(F)F)n2n1 | 7 | 0 | -3 | 3 | 0.6 | -5 | 4&1 | 4 | 0.0
COC(=O)c1ccc(CSc2nnc(Nc3ccc(OC)cc3)s2)o1 | 5 | 19 | 4 | 5 | 1.6 | -9 | 0 | -1 | 0.0
CCOC(=O)C1=C(C)NC(=O)NC1c1ccc(C)o1 (stereo not given) | -1 | -2 | 1 | 7 | -1.0 | -1 | -4 | 1 | -0.2
CCn1nc(C(=O)NNC(=O)c2ccccc2)c2ccccc2c1=O | · | -1 | 0 | -1 | 0.2 | · | 5 | · | -0.1
C=CCc1ccccc1OCC(=O)NNC(=S)NCc1ccccc1 | 4 | 2 | 0 | 3 | 3.7 | -1 | 2 | 3 | 0.2
Cc1cc(C)n2c(SCC(=O)N(CC(C)C)c3c(N)n(CC(C)C)c(=O)[nH]c3=O)nnc2n1 | -1 | 12 | 17 | -2 | -1.4 | -3 | ? | 3 | -0.2

Results, repeating the preview:
SMILES | HCV core dimer | LYPLA2 inh | PREPL inh | PP1 counter | PP5 primary | TPT1 inh | GASC-1 inh | CTSL1 counter | Efflux pump inh
COc1ccccc1N(C(=O)NCc1ccccc1)C1=NCC(C)S1 (stereo not given) | 9 | -9 | -25 | 1 | 4.4 | 3 | -16 | -7 | 0.3
c1ccc(-c2nc(CSc3nnc(-c4cccs4)o3)cs2)cc1 | 0 | 13 | -8 | -4 | -1.7 | -3 | 1 | -4 | 0.1
O=C(Nc1cnn(Cc2ccccc2)c1)c1cc2nc(-c3ccco3)cc(C(F)(F)F)n2n1 | 7 | 0 | -3 | 3 | 0.6 | -5 | 4&1 | 4 | 0.0
COC(=O)c1ccc(CSc2nnc(Nc3ccc(OC)cc3)s2)o1 | 5 | 19 | 4 | 5 | 1.6 | -9 | 0 | -1 | 0.0
CCOC(=O)C1=C(C)NC(=O)NC1c1ccc(C)o1 (stereo not given) | -1 | -2 | 1 | 7 | -1.0 | -1 | -4 | 1 | -0.2
CCn1nc(C(=O)NNC(=O)c2ccccc2)c2ccccc2c1=O | · | -1 | 0 | -1 | 0.2 | · | 5 | · | -0.1
C=CCc1ccccc1OCC(=O)NNC(=S)NCc1ccccc1 | 4 | 2 | 0 | 3 | 3.7 | -1 | 2 | 3 | 0.2
Cc1cc(C)n2c(SCC(=O)N(CC(C)C)c3c(N)n(CC(C)C)c(=O)[nH]c3=O)nnc2n1 | -1 | 12 | 17 | -2 | -1.4 | -3 | ? | 3 | -0.2
N#CC(C(=O)Nc1ccccc1)=C1Nc2ccccc2N1 | -5 | 11 | 12 | 1 | 4.0 | 1 | 19 | 3 | 0.0
CCc1ccc(-c2nc(SCC(=O)N(CCOC)c3c(N)n(Cc4ccccc4)c(=O)[nH]c3=O)n[nH]2)cc1 | -7 | 3 | 8 | -1 | 0.6 | -4 | 1 | 2 | 0.1
CC(=O)Nc1c2c(nn1-c1ccc(Cl)cc1)CSC2 | -4 | 2 | 2 | -1 | -0.8 | -5 | -3 | -2 | -0.1
Cc1cc(C)cc(NC(=S)N(Cc2ccc(Cl)cc2)Cc2ccc(C(=O)O)cc2)c1 | 18 | 1 | -1 | 4 | 3.3 | 2 | -2 | 3 | 0.2
Cc1nc(C(=O)NC2CCOCC2)sc1C1(C)CC(c2ccccc2)=NO1 (stereo not given) | 3 | 8 | -2 | 6 | 1.3 | -1 | -13 | -4 | 0.0
O=S(=O)(Cc1ccccc1)Nc1ccc(Br)cn1 | 1 | -2 | -2 | -5 | 2.1 | -4 | -3 | 0 | 0.2
CCOc1ccc(-c2c(C#N)c(N)nc3c2c(=O)n(C)c(=O)n3C)cc1OC | 0 | 6 | 7 | -2 | 0.0 | -2 | 43 | 7 | 0.1
Cn1c(=O)c2c(nc(N3CCCC3)n2CC(O)CO)n(C)c1=O (stereo not given) | 0 | 1 | 6 | -4 | -1.8 | 0 | -2 | -2 | 0.0
CC(=O)c1cccc(OCc2cc(C(=O)N3C[C@H]4CC[C@H]3C4)no2)c1 | -9 | 7 | 6 | -2 | 1.1 | -4 | 11 | -4 | 0.0
CC1(C)CC(=O)N(c2cccc(C(F)(F)F)c2)C(=O)C1 | 11 | 2 | -1 | -3 | 9.3 | -4 | 6 | -3 | 0.0
CC(=O)Nc1ccc(S(=O)(=O)NCCC(=O)NCc2ccncc2)cc1 | 4 | 2 | 5 | -3 | 0.9 | 2 | -9 | -5 | -0.1
CC(=O)N(C1=C(N2CCOCC2)C(=O)c2ccccc2C1=O)c1ccc(C(=O)O)cc1 | -3 | 1 | -6 | -1 | 2.0 | -1 | 11 | 14 | -0.1
COc1cc(OC)nc(Oc2cccc(C(F)(F)F)c2)n1 | 5 | 5 | -2 | 0 | 1.5 | -3 | -5 | -2 | -0.1
CCOC(=O)C1=C(C)N(C)C(=O)NC1c1cc2c(cc1[N+](=O)[O-])OCO2 (stereo not given) | 3 | -1 | -4 | -3 | 0.7 | -7 | -8 | -1 | -0.2
O=C(Nc1ccc(Cl)cn1)C1CCCN1S(=O)(=O)c1cccc2ccccc12 (stereo not given) | 4 | 2 | -9 | 2 | -0.9 | -2 | 8 | -1 | 0.0
Cc1cc(N2C(=O)C(O)=C(C(=O)c3ccco3)C2c2cccc(O)c2)no1 (stereo not given) | 1 | -1 | -2 | -4 | -1.9 | 2 | 7 | -1 | 0.0
O=C(/C=C/c1ccccc1)NCc1ccco1 | -2 | 7 | 2 | -1 | 2.0 | -2 | 2 | 2 | -0.1
CCCS(=O)(=O)N1CCc2ccc(NC(=O)C3CCCO3)cc2C1 (stereo not given) | 4 | 1 | -7 | -1 | 1.9 | -6 | 3 | -2 | 0.1
CCSc1ccc([C@@H]2[C@H]3C(=O)N(CC)C(=O)[C@H]3[C@]3(C(=O)OC)CCCCN23)cc1 | 7 | -5 | 0 | 2 | 3.0 | 24* | 0 | -3 | 0.0
CCOCCCNC(=O)c1c(C)c(C(=O)OCC)n(C)c1C | 2 | -2 | -3 | -2 | -3.0 | -1 | 8 | -1 | -0.1
OC(c1cccnc1)c1cccs1 (stereo not given) | -7 | -4 | 0 | -1 | 3.9 | -5 | -10 | -2 | 0.0
CC(C)CCn1c(N2CCCC2)nc2c1c(=O)[nH]c(=O)n2C | -15 | 4 | -4 | 9 | 0.9 | -1 | 7 | 6 | -0.1
CCCCCc1c(O)nc(SCC(=O)NCC2CCCO2)[nH]c1=O (stereo not given) | -2 | 4 | 19 | -1 | 2.5 | -1 | -4&-6 | -3 | 0.2
O=C(CC1CCCC1)Nc1ccc(Br)cc1 | 1 | -5 | -10 | 0 | 0.8 | -1 | -9 | 0 | 0.3
COc1cccc(/C=N/Nc2nc3ccccc3[nH]2)c1OC | -11 | -1 | 24 | -4 | 0.9 | -4 | -3 | -1 | 0.0
CCOC(=O)c1c(C)nc(C)c(C(=O)OCC)c1-c1ccc(Br)cc1 | 1 | 8 | 17 | 0 | 0.8 | 0 | -1 | 5 | -0.3
COC(=O)C1=C(C(=O)OC)[C@@H]2N(C)c3ccccc3[C@@]23C[C@@H](C(=O)OC)N(C(C)=O)C3=N1 | 12 | -1 | -1 | 0 | 1.8 | -1 | 12 | -2 | -0.1
CCOC(=O)N1CCN(C(=O)c2cn(C)c3ccc(S(=O)(=O)N(C)C4CCCCC4)cc3c2=O)CC1 | 5 | 4 | 6 | -1 | 0.4 | 2 | 5 | -4 | -0.2
CSc1cccc(CNC(=O)C2CCC(=O)N(Cc3cccc(C(F)(F)F)c3)C2)c1 (stereo not given) | 1 | 3 | -10 | 0 | 2.5 | 1 | 11 | 0 | 0.1
CC(=O)Nc1ccc(S(=O)(=O)N2CCN(C(=O)N3CCCCCC3)CC2)cc1 | -6 | -6 | 17 | -2 | 2.0 | -3 | -8 | 2 | 0.3
Cc1cccnc1NC(=O)CSc1ncnc2sc(C)c(C)c12 | -1 | 2 | 13 | -4 | -1.8 | 4 | -26 | 0 | -0.1
C=CCN(CC=C)S(=O)(=O)c1ncn[nH]1 | -1 | 0 | 7 | -3 | 2.3 | 1 | -3 | -1 | 0.0
CCOc1ccc(N/C(N)=N/c2nc(CSc3nnc(C)s3)cc(=O)[nH]2)cc1 | 1 | 7 | 12 | 1 | -0.4 | -6 | 5 | 4 | 0.0
Cc1cc(S(=O)(=O)N2CCCCC2CCNC(=O)C(=O)NCC2CCCO2)ccc1F (stereo not given) | -2 | -1 | 4 | -2 | 0.8 | 1 | -4 | -14 | 0.1
COc1cc2ccc(=O)oc2c(CC=C(C)C)c1OC | 3 | -1 | -11 | -1 | 7.7 | -1 | -10 | 2 | 0.3
O=c1[nH]cnc2c1N=C(c1cccc([N+](=O)[O-])c1)CC(c1ccccc1)N2 (stereo not given) | -2 | 2 | -6 | -3 | 1.6 | 1 | -3 | 7 | -0.1
O=C(Nc1ncccc1Cl)c1ccccc1F | -4 | 9 | -3 | -3 | -0.6 | -1 | 1 | 2 | -0.2
N#CCSCC(=O)Nc1ccccc1 | -3 | 2 | -7 | 0 | -0.8 | -3 | -6 | 0 | 0.0
O=C(NC1CCCN(Cc2ccccc2F)C1)c1cccc(N2CCCC2=O)c1 (stereo not given) | -12 | 1 | 0 | -3 | 1.0 | -1 | 5 | 3 | 0.0
COc1ccccc1NS(=O)(=O)c1cccc(C(=O)N/N=C/c2ccc3c(c2)OCCO3)c1 | 4 | -9 | 1 | 2 | 2.4 | 2 | -2 | 2 | -0.4
COc1cccc(N(CC(=O)N2CCN(c3ccccc3OC)CC2)S(C)(=O)=O)c1 | -2 | 3 | 1 | -2 | 2.0 | 2 | 0 | 0 | -0.2
CC1=C(C(=O)N(C)Cc2ccccc2)C2(CCC(C)CC2)OC1=O (stereo not given) | 17 | -5 | 9 | -4 | -0.3 | 1 | 6 | -1 | 0.0
CCOC(=O)C1CCN(C(=O)CCC2CCCC2)CC1 | 1 | 1 | -3 | 0 | 1.9 | -1 | 9 | 4 | -0.1
CCOc1ccc(N2C(=O)/C(=C/c3ccc(C)o3)N(C)C2=S)cc1 | 3 | -3 | 6 | 2 | 0.3 | 5 | 1 | 6 | 0.3
O=C(CSc1nnnn1-c1ccccc1F)Nc1nc2ccccc2s1 | 1 | -8 | -22 | 2 | 0.2 | 0 | -6 | 0 | 0.2
O=C(CSc1nnc(-c2ccco2)n1-c1ccccc1)NCc1ccco1 | 1 | 4 | 5 | 1 | 1.5 | -1 | -21 | 0 | 0.0
O=C1NC(=Nc2ccccc2)SC1(CO)CO | -4 | 0 | -5 | 2 | -0.2 | -1 | 1 | 1 | -0.1
